Bioassay records deposited in PubChem by several laboratories.
P. falciparum M17LAP – P. falciparum M17LAP inhibitors, primary screen, biochemical, fluorogenic H-Leu-NHMec substrate, 1536-well (AID 1619); one-dose inhibition, % at 30 µM; IC50 in µM for titrated hits; recombinant M17LAP, H-Leu-NHMec fluorogenic kinetic assay; higher % means a stronger effect; Leucine aminopeptidase (Plasmodium falciparum (isolate 3D7)); 0.38% of 220,000 active;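 active = compound inhibiting the enzyme by more than half at any dose during confirmatory dose-response retesting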;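 note: plate controls were full reaction with DMSO carrier for no effect and no enzyme background for full effect; strong numbers were not always called active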
Dynein cargo inh – inhibitors of GR-EGFP nuclear translocation, primary screen, dynein cargo transport inhibitor project, imaging, high-content, 3617.4 mouse cells. test concentration mostly 20 µM; stimulated with dexamethasone, 1 µM; active compounds read low. z-score, hits read low. 0.47% of 220,000 active. AID 1381, 2008;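 active = plate z-score of nuclear minus cytoplasmic receptor signal below a set negative limit, without overly bright fluorescence or cell loss, cut at about -3.5 in these data, passing the limit was not always enough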;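 note: z-score of nuclear minus cytoplasmic ring GR-EGFP intensity difference per well; some compounds called inactive have numbers as strong as hits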
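medium = tetracycline-free induction medium containing charcoal-stripped FBS | probe or stimulus = dexamethasone, 1.0 µM final | timing = 48 h induction, then 1 h compound, then 30 min agonist, 37 °C | detection = automated 10x imaging of fixed Hoechst-stained cells | read-out basis = nuclear versus cytoplasmic GR-EGFP signal, averaged per well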
T cell modulator – modulators of CD8 T cell-vesicle binding, primary screen, mouse 2C CD8+ T cells, flow cytometry; 2C CD8+ T cell-vesicle binding; active compounds read low; 0.068% of 330,000 active; calls only at 7 µM; AID 2052, 2009;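 active = response, share of CD8 T cells binding vesicles, and their 90th percentile fluorescence all below set limits, cut at about 80% in these data, passing the limit was not always enough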
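System: murine 2C transgenic CD8+ T lymphocytes; also added: QL9-loaded Drosophila micro-vesicles; times: binding 1.5 h at 37 °C; measured by: flow cytometry, PE anti-B7-1 (FL2) versus Alexa647 anti-CD8 (FL8), PFA-fixed; control set: Peptide-free naked vesicles (low) and QL9 vesicles with 0.7% DMSO vehicle (high)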
Yfh1-depleted yeast – enhancers of respiration in Yfh1-depleted yeast, dose response, Friedreich's ataxia, plus single-dose screen (AID 1465). fold induction at 50 µM; hits with a dose series show EC50 in µM. 0.074% of 220,000 active. S. cerevisiae Yfh1-off respiration, WST-1 reduction, 72 h; higher fold induction means a stronger effect;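 active = fold induction of absorbance versus untreated yeast above a set limit, then at least 30% activation at any dose in follow-up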;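 note: activators that raise dye reduction in frataxin-depleted yeast; strong numbers were not always called active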
M1AAP inhibition – P. falciparum M1AAP inhibitors, biochemical, fluorogenic H-Leu-NHMec substrate, 1536-well (AID 1445) | Aminopeptidase N (Plasmodium falciparum (isolate 3D7)) | 0.42% of 220,000 active | recombinant M1AAP, H-Leu-NHMec fluorogenic kinetic assay; higher % means a stronger effect | one-dose inhibition, % at 30 µM; IC50 in µM for titrated hits;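 active = primary inhibition above the hit cutoff, then over 50% inhibition at one or more dose response concentrations, cut at about 23% in these data, passing the limit was not always enough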;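 note: plate controls were DMSO full reaction for no effect and no enzyme background for full effect; strong numbers were not always called active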
WT yeast gro inh – growth inhibition of WT strain, primary screen, mitochondrial fusion inhibitor project, WT and mutant strains, chemical genetic. mitochondrial fusion phenotypic screen. inhibition, % at 10 µM. 2.1% of 190,000 active. AID 1362, 2008; in the data active = inhibition above about 58%; tested in S. cerevisiae
MT stabilizer – microtubule stabilizers in HeLa cells, primary screen, imaging, high-content imaging | HeLa tubulin immunostaining HCS, 24 h; share of cells brighter than vehicle mean+2SD | % tubulin-high responders, % at 10 µM | 0.83% of 200,000 active;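 active = plate Z-score above 3 for both tubulin-high and condensed-nucleus cell shares, with cell loss under 80%, at 10 µM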;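 note: anti alpha tubulin signal scored within the nucleus-defined area of each cell; some results filed as inactive read as strong as hits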
Autophagy HCS – autophagy modulators in MEF cells, primary screen, imaging, high-content, MEF GFP-LC3; MEF GFP-LC3 puncta imaging; test concentration mostly 10 µM; calls only at 10 µM (by protocol); 0.98% of 190,000 active;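 active = percentage of spot-positive cells more than 3 SD above its plate mean, without a fluorescence outlier flag or 80% toxicity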;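 note: spot-positive cell cutoff set from DMSO-treated cells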
bCat nuc transl – modulators of beta-catenin nuclear translocation, primary screen, imaging, HeLa cells, immunofluorescence, high-content. nuclear translocation activity, % at 5 µM. 0.3% of 190,000 active. AID 1665, 2009;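 active = nuclear translocation activity above 50% at 5 µM, with a well cell count of 50 or more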;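 note: per-cell ratio of nuclear to cytoplasmic median beta-catenin stain intensity; plate controls were DMSO negative control for no effect and GSK-3 inhibitor IX positive control for full effect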
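Assay system: human HeLa cells, native beta-catenin; doses: 5 µM primary, 0.02–20 µM confirmation; incubation: compound treatment 24 h, 37°C, 5% CO2; technique: fluorescence imaging of beta-catenin antibody stain plus DAPI; measure: % activation, nuclear-to-cytoplasmic median beta-catenin signal ratio per cell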
WT yeast gro inh mutant strain – also measured in WT yeast gro inh; calls as there; inhibition, %; mitochondrial fusion phenotypic screen, mutant strain inhibition
Dynein cargo inh cytoplasmic EGFP – recorded beside Dynein cargo inh, whose call it bears; z-score; measured here: cytoplasmic GR-EGFP intensity; active compounds read high
Dynein cargo inh nuclear GR-EGFP – second read-out of Dynein cargo inh, no call of its own (marks repeat the call); z-score; measured here: nuclear GR-EGFP intensity;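 lower value marks the stronger effect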
Dynein cargo inh cell count – also measured in Dynein cargo inh; calls as there; z-score; measured here: cell count per field
bCat nuc transl cell count 5 µM – also measured in bCat nuc transl; calls as there; cell count; measured here: cell count, cytotoxicity flag
T cell modulator vesicle-bound % – further read-out of T cell modulator, marked with its call; double positive events, %; measured here: CD8+ vesicle-bound cell fraction;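 binding gate set so that unloaded-vesicle control wells show 10% double positive cells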
MT stabilizer Hoechst-high % – recorded beside MT stabilizer, whose call it bears; % Hoechst-high responders; measured here: nuclear condensation Hoechst responders;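 share of cells brighter than vehicle mean plus two SD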
MT stabilizer cytotoxicity % – also measured in MT stabilizer; calls as there; toxicity, %; measured here: cytotoxicity by cell density;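 0% = mean cell density of plate MIN control wells and 100% = no cells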
Autophagy HCS cell loss 18 h – recorded beside Autophagy HCS, whose call it bears; toxicity, %; measured here: cell loss, nuclei count;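 cell loss after 18 h compound exposure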
Numbers without * were called inactive; i = inactive; · = not tested or not shown.

SMILES	P. falciparum M17LAP	Dynein cargo inh	Dynein cargo inh cytoplasmic EGFP	Dynein cargo inh nuclear GR-EGFP	Dynein cargo inh cell count	T cell modulator	T cell modulator vesicle-bound %	Yfh1-depleted yeast	M1AAP inhibition	WT yeast gro inh	WT yeast gro inh mutant strain	MT stabilizer	MT stabilizer Hoechst-high %	MT stabilizer cytotoxicity %	Autophagy HCS	Autophagy HCS cell loss 18 h	bCat nuc transl	bCat nuc transl cell count 5 µM
CCCC(=O)Nc1cc(C)c2c(=O)oc3ccccc3c2n1	-8%	0.32	-0.73	0.6	-0.32	i	42	i	0%	21	12	·	·	·	·	·	-4.2	1189
CC1=NN(C(=O)c2ccc(Cn3nc(C)c([N+](=O)[O-])c3C)cc2)C(O)(C(F)(F)F)C1 (stereo unspecified)	6%	1.8	-0.23	1.4	-0.75	·	·	i	4%	8	15	1.8	1.2	5.1	i	-5	·	·
O=C(COC(=O)c1ccccc1S(=O)(=O)N1CCCCC1)NCC(F)(F)F	-1%	-0.81	-0.34	-0.2	0.64	i	64	i	5%	-2	-11	4.3	4.5	7.7	i	10	-3.7	1196
O=C(Nc1cccc([N+](=O)[O-])c1)Nc1ccc(Cl)cn1	-2%	0.69	-0.049	0.78	-0.33	i	58	i	-2%	2	5	4.6	2.5	5.0	i	16	-4.6	1183
O=C(Nc1ccc(Cl)c(Cl)c1)OCc1cnc(Cl)s1	0%	-0.43	-0.32	-0.0047	0.22	i	56	i	4%	-2	10	1.6	1.4	6.6	i	-14	1.1	1440
COC(=O)CSc1nc(N2CCOCC2)c2c(c1C#N)CCCC2	2%	-0.72	-0.27	0.26	0.03	i	31	i	3%	·	·	·	·	·	·	·	1.9	1272
O=C(COc1ccccc1Cl)NC(=O)NC1CCCC1	4%	-0.24	-0.29	0.11	1.1	i	31	i	2%	7	10	1.4	4.6	6.3	i	5	0.3	1102
CC(C)(C)c1ncc(S(=O)(=O)c2ccc(C(F)(F)F)cn2)c(N)n1	-1%	-0.051	-0.18	-0.048	0.16	i	36	i	2%	·	·	·	·	·	·	·	-1.8	1157
O=C(CSc1nnc2ccccn12)N1CCc2ccccc21	-1%	-0.62	-0.19	-0.38	0.13	i	31	i	0%	-26	10	1.4	2.2	4.7	i	9	-3.4	1141
COC(=O)Nc1ccc(Oc2ccccc2)cc1	7%	0.18	-0.27	0.69	-0.54	i	11	i	4%	10	21	2.4	0.3	37	i	0	·	·
CC(=O)c1ccc(Nc2cc(C)nc3ccc(C)cc23)cc1	·	0.21	-0.11	0.59	-0.54	i	21	i	·	-2	-5	3.8	1.2	5.3	i	-20	9.2	814
Cc1ccccc1C(=O)N1CCC(C(=O)Nc2ccc(S(=O)(=O)N(C)C(C)C)cc2)CC1	-5%	-0.11	0.76	0.35	0.1	i	22	i	6%	6	16	2.2	1.5	4.5	i	-6	3.7	950
CCn1nc2cc(C(=O)NCc3cc(C(F)(F)F)cc(C(F)(F)F)c3)ccc2c1OC	-10%	1.2	-0.11	0.94	-0.69	i	29	i	16%	3	-9	2.8	1.6	7.7	i	-23	-0.6	1229
COc1ccc(C(=O)C[n+]2ccc(N(C)C)cc2)cc1	5%	-1.2	-0.26	-0.21	0.8	i	37	i	-2%	·	·	·	·	·	·	·	-0.4	1289
CCc1ccccc1NC(=S)N(CCN(C)C)Cc1cccs1	-1%	-0.59	-0.29	-0.32	0.43	i	4	i	3%	11	23	1.4	1.2	5.3	i	3	1.6	1068
O=C(CCCN1C(=O)c2ccccc2C1=O)NCCCn1ccnc1	4%	0.2	-0.33	0.4	0.56	i	51	i	7%	0	13	3.1	2.1	7.3	i	6	-3.1	1079
COC(=O)C1=C(C)N2C(=O)CSC2=NC1c1ccc2c(c1)OCO2 (stereo unspecified)	·	·	·	·	·	i	51	i	·	5	-11	·	·	·	·	·	1.8	1114
CCOc1ccccc1NC(=O)c1nc(-c2ccccc2)oc1C	3%	-1.3	0.38	0.082	-6	i	24	i	3%	21	16	3.0	1.4	9.9	i	-3	1.1	1034
O=C(Nc1ccc(S(=O)(=O)NC2CCCCC2)cc1)c1ccco1	6%	-0.36	-0.27	-0.68	2.3	i	7	i	0%	-12	-1	1.6	1.9	3.4	i	-7	-1.6	1070
O=C(CSc1cccc(C(F)(F)F)c1)NC(=O)c1ccccc1	-2%	-1.2	-0.19	-0.42	-0.1	i	44	i	-2%	12	8	2.8	2.8	4.0	i	11	5.7	1034
O=C(CSc1nnc(Cc2cccs2)n1-c1ccc(Cl)cc1)NCc1ccc2c(c1)OCO2	-9%	0.36	-0.11	0.11	0.51	i	46	i	0%	16	6	3.3	1.5	2.3	i	6	-1.9	838
CC(C)C1CCC(C(=O)N[C@H](Cc2ccccc2)C(=O)O)CC1 (stereo partly specified)	-3%	·	·	·	·	i	22	i	-5%	-3	10	·	·	·	·	·	-0.5	1101
Cc1nnc(C)n1/N=C/c1cccc(Oc2ccccc2)c1	11%	-1.6	-0.25	-1.3	0.78	i	48	i	17%	0	-3	3.2	2.1	0.6	i	4	-1.7	1172
NC(=O)NC(=O)c1nccnc1C(=O)O	-2%	-0.43	-0.14	-0.27	0.42	i	60	i	-7%	·	·	·	·	·	·	·	-1.9	1225
CN(c1ccccc1)S(=O)(=O)c1cccc(NC(=O)CN2CCCc3ccccc32)c1	·	-0.7	-0.6	-0.58	0.27	i	32	i	·	·	·	·	·	·	·	·	-0.2	1355
COc1cc(C)ccc1OCCON1C(=O)CCC1=O	-7%	1.1	-0.2	0.78	-0.93	i	46	i	0%	-7	6	2.0	3.6	8.5	i	2	-0.5	1501
CCN(CC)C(=O)C1CCCN(c2ccc([N+](=O)[O-])cc2/C=N/NC(=O)c2cccc([N+](=O)[O-])c2)C1 (stereo unspecified)	-11%	-0.18	-0.24	-0.69	0.11	i	4	·	-1%	-11	-6	3.7	2.0	7.7	i	10	·	·
O=c1[nH]c2cc3c(cc2cc1CN(Cc1ccco1)C(=S)NCCCN1CCOCC1)OCCO3	-8%	-0.32	-0.2	0.14	0.24	i	57	i	6%	1	-2	2.0	2.1	12	i	5	0.1	982
OC(CNc1ccccc1)Cn1ccc2ccccc21 (stereo unspecified)	3%	0.95	-0.25	0.76	-0.68	i	40	i	12%	2	11	2.3	2.1	5.4	i	1	0.0	1477
COC(=O)c1cccc(NC(=S)Nc2cccc(Cl)c2C)c1	-12%	1.1	-0.21	0.74	-1.6	i	50	i	-3%	11	10	4.2	2.9	4.4	i	-3	-0.1	1029
C=CCSc1nnc(NC(=O)c2cccc(S(=O)(=O)N3CCOCC3)c2)s1	42%	-0.82	-0.26	-0.37	1.5	i	12	i	4%	-4	1	3.1	2.2	2.7	i	3	-0.2	1122
CCO[C@@H]1OC(C(=O)N2CCOCC2)=C[C@H](c2ccc(Br)cc2)[C@H]1CCCO	0%	0.3	-0.2	0.5	-1.3	i	45	i	1%	6	5	8.0	3.0	8.9	i	14	0.2	1093
CCOc1ccc(NC(=O)CSc2ncn[nH]2)c([N+](=O)[O-])c1	5.5µM*	-0.069	-0.28	-0.28	0.25	i	50	i	14%	-7	5	5.1	3.2	5.8	i	-3	0.4	928
Cc1cccc(NCc2nc3ccccc3n2Cc2ccccc2)c1	-7%	1.2	-0.22	0.74	-0.46	i	35	i	11%	75*	58*	1.4	2.5	7.2	i	2	·	·
N=c1c2c(n(Cc3ccc(Cl)cc3)c3c1CCC3)CCC2	-12%	-1.2	1.3	-0.55	1.9	i	18	i	-3%	62*	26*	1.8	1.1	2.4	i	16	·	·
COC(=O)c1cn(NC(=O)C2COc3ccccc3O2)c(=O)c2ccccc12 (stereo unspecified)	30%	-0.27	-0.37	-0.092	-0.16	i	16	i	-1%	3	-4	5.3	0.9	8.0	i	-74	-1.1	1399
c1ccc(-c2nnc(CN3CCCc4ccccc43)o2)cc1	7%	0.098	0.2	0.47	-0.31	i	57	i	6%	-12	-4	2.7	2.3	7.5	i	2	3.8	1195
CC1(c2nnc(-c3ccccc3)o2)CC(c2ccc(Cl)cc2)=NO1 (stereo unspecified)	-4%	0.35	-0.84	0.31	-0.23	i	35	i	14%	·	·	·	·	·	·	·	-0.9	1119

Hits appear at their usual frequency; about 4.4% have a hit in one of these screens.
